SMARCA2 act – SMARCA2 function activation, primary screen; MG213 cells, MMTV-luciferase reporter, dexamethasone, overnight; activation, % at 9.1 µM; actives 1% (n = 370,000); AID 652017; in the data active = activation above about 7.8%;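 note: 0% = vehicle wells and 100% = reference activator wells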
NPR1 activator – GC-A (human) enzyme activation; activation, % at 10 µM; actives 0.14% (n = 370,000); P16066; HEK293 GC-A cells, cGMP TR-FRET, EC30 ANP; 0% at EC30 ANP, 100% saturating ANP; AID 1671463; in the data active = activation above about 40%
hgDAF12 agonist – activates the H. glycines DAF-12 receptor ligand-binding domain | activation, % at 6.8 µM | HEK293 GAL4-hgDAF12 UAS-luciferase reporter, agonist luminescence; normalized to butyrate control | actives 1.8% (n = 370,000);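 active = activation above a cutoff set at the mean of all screened compounds plus 3 SD, cut at about 10% in these data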;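 note: 0% = DMSO wells and 100% = sodium butyrate wells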
hcDAF12 agonist – H. contortus DAF-12 activation, primary screen; activation, % at 6.8 µM; HEK293 hcDAF-12 lit1-tk-luc reporter, luminescence; 0% DMSO, 100% Δ7-dafachronic acid; actives 1.4% (n = 370,000);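 active = activation above the mean of all tested compounds plus 3 SD, cut at about 5.5% in these data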;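 note: 100% = response to 3 µM Δ7-dafachronic acid high control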
GAA850 FXN act – frataxin GAA850 promoter activation; HEK293 lucGAA850 FXN promoter luciferase reporter, 24 h; percent of 10 µM SAHA response; activation, % at 6 µM; actives 0.56% (n = 360,000); AID 540364;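 active = activation above the average of all compounds screened plus 3 SD, cutoff fixed separately per campaign, cut at about 7.5% in these data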;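 note: 0% = DMSO wells and 100% = 10 µM SAHA wells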
GC-B act – GC-B (human) receptor activation. P20594. HEK293-GC-B cells, CNP EC30, cGMP TR-FRET; 0% at EC30 CNP, 100% saturating CNP. activation, % at 10 µM. actives 0.11% (n = 370,000);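 active = activation at 10 µM reaching about 35% in either raw or pattern-adjusted values, limit read from the data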
DAX1 inh-1 – blocks DAX1 repression of SF-1 activated StAR promoter; HEK293T StAR-luciferase reporter, SF-1/DAX-1 repression relief; inhibition, % at 6.8 µM; actives 1.1% (n = 370,000); AID 652010;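 active = inhibition above the mean over all tested compounds plus 3 SD, cut at about 3.6% in these data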;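 note: 0% = DAX-1 cells with DMSO and 100% = cells lacking DAX-1 with DMSO; higher inhibition means more luminescence from relief of DAX-1 repression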
ssDAF-12 act – activates DAF-12 receptor from parasite S. stercoralis; HEK293 ssDAF-12/GRIP1 lit1-tk-luc reporter, luminescence; % of 3 µM dafachronic acid response; activation, % at 6.8 µM; actives 1% (n = 370,000); AID 652126;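 active = activation above the mean over all tested compounds plus 3 SD, cut at about 0.9% in these data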;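 note: 0% = DMSO-only wells and 100% = 3 µM delta7-dafachronic acid wells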
ADAM10 inh – inhibitors of human ADAM10; O14672; recombinant ADAM10, EDANS/DABCYL FRET peptide cleavage, 3 h; inhibition, % at 7 µM; actives 0.62% (n = 370,000); AID 720582;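 active = inhibition above a per-campaign cutoff equal to the mean of compounds falling between control-based bounds plus 3 SD, cut at about 20% in these data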;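 note: 0% = DMSO wells while the 100% control is not disclosed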
DAX1 inh-2 – inhibitors of human orphan nuclear receptor DAX1 (NR0B1) | P51843 | HEK293 Gal4-DAX1 luciferase reporter, luminescence | inhibition, % at 6.75 µM | actives 0.99% (n = 340,000) | AID 504766;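 active = inhibition above the mean over all tested compounds plus 3 SD, cut at about 4.2% in these data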;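 note: 0% = DAX1-transfected cells with DMSO and 100% = empty-vector control cells with DMSO; inhibition shows as a rise in luminescence from relieved DAX1 repression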
Target sequence (P51843 207-470 limits assumed): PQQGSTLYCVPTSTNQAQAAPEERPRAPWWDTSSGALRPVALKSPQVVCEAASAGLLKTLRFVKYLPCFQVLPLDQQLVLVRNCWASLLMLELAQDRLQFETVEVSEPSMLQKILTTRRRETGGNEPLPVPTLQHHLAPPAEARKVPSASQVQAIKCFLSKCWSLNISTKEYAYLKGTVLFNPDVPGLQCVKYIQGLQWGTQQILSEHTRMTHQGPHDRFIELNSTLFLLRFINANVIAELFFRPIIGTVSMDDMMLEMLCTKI
HGIII-sPLA2 inh – Inhibits HGIII-sPLA2 liposome hydrolysis, primary screen; QFRET BODIPY PC-A2 liposome hydrolysis, fluorescence; AID 743126; inhibition, % at 12.2 µM; Q9NZ20; actives 0.56% (n = 370,000);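 active = inhibition above mean plus 3 SD of compounds lying within the high and low control bounds, cut at about 19% in these data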;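 note: 0% = median of test compound wells and 100% = no enzyme DMSO wells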
Target sequence (Q9NZ20 whole entry, looked up): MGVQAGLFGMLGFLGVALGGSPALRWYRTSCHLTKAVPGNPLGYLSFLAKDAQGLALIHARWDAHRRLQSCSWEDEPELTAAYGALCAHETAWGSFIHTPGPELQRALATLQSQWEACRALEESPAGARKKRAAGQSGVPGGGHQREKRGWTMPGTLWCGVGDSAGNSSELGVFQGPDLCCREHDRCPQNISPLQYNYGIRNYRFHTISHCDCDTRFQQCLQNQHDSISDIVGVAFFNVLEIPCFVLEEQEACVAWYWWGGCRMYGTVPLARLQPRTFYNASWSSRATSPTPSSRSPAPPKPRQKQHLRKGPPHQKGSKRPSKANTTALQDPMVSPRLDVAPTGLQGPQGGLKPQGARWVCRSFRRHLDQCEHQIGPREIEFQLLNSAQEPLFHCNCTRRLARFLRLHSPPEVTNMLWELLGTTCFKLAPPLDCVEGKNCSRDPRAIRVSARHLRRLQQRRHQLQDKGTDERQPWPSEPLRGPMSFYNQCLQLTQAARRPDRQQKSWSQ
The depositor's hits bear a star; x = no result given.

entry	Molecule	SMARCA2 act	NPR1 activator	hgDAF12 agonist	hcDAF12 agonist	GAA850 FXN act	GC-B act	DAX1 inh-1	ssDAF-12 act	ADAM10 inh	DAX1 inh-2	HGIII-sPLA2 inh
1	CCOC(=O)CSC1=C(C#N)C(c2ccc(Cl)cc2)C(C(=O)OC)C(=O)N1 (stereo not given)	-1	-3	2.0	-2.9	2.6	0	0.4	-0.2	9	0.1	-9
2	COc1ccccc1NC(=O)COc1ccc(CO)cc1Cl	3	-1	4.9	2.2	5.4	-5	-0.3	-0.9	0	0.1	-5
3	CCN(CC)S(=O)(=O)c1ccc(N2CCOCC2)c(NC(=O)c2ccc(=O)[nH]c2)c1	0	0	-0.5	-0.6	0.0	-3	-0.2	-0.9	-3	-0.9	2
4	Cc1ccnc(NC(=O)CCCOc2ccc(Cl)cc2C)c1	-1	-10	-1.6	-0.3	x	-13	0.0	-1.1	-4	x	-7
5	CN(C(=O)NC(=O)C1=C(N2CCOCC2)/C(=C/c2ccccc2)CC1)S(C)(=O)=O	-1	2	3.9	-1.2	1.2	-3	-0.1	-0.7	-296	0.8	-13
6	Cc1ccc(S(=O)(=O)Cc2ccc(C(=O)NCCCN3CCCC3=O)o2)cc1	1	-1	-0.8	-0.1	-1.3	-1	-0.5	-1.1	-5	-1.1	11
7	O=C(COc1ccc(Cl)cc1)Nc1cccc(-c2ccc(N3CCOCC3)nn2)c1	8	2	12*	4.6	2.7	1	3.5	-0.3	2	-0.7	-2
8	O=c1c2cc([N+](=O)[O-])ccc2sn1-c1ccccc1	0	25	2.2	2.2	-1.0	12	0.6	-1.3	-10	1.3	7
9	Nc1nc(/C=C/c2ccc(F)cc2)nc(-c2ccccc2O)n1	0	1	1.2	1.3	1.6	-3	0.0	-0.5	4	-0.6	2
10	CC1CCCCN1C(=O)CSc1nnc(-c2ccccc2F)o1 (stereo not given)	6	-1	9.2	2.6	6.9	3	1.6	-0.5	-1	1.9	-2
11	CC(=O)c1ccc(NC(=S)N2CCC(Cc3ccccc3)CC2)cc1	-4	2	0.7	0.7	0.5	-2	0.4	-1.2	-3	1.2	5
12	O=C(Nc1ccc(Br)cc1)Nc1ccccc1Cl	0	4	9.4	7.7*	0.0	-1	-0.1	-0.3	-1	-1.3	-1
13	COc1ccc(CCN2CCCn3c2nc2c3c(=O)n(CC(N)=O)c(=O)n2C)cc1OC	-1	-2	4.7	3.1	-0.9	-1	0.2	-1.1	8	2.1	11
14	CCCN1C2=C(C(=O)CC(C)(C)C2)C(c2ccc(F)cc2)C2=C1c1ccccc1C2=O (stereo not given)	-4	-14	-0.1	-0.7	-2.1	-8	-0.1	-1.4	-3	0.5	1
15	Cc1ccc(S(=O)(=O)NCc2ccccc2)cc1C(=O)NCC(=O)Nc1c(C)cccc1C	-4	-1	-3.2	-0.6	-2.0	1	0.3	-1.1	-10	0.2	2
16	Fc1ccccc1-c1nnc2c3ccccc3nc(N3CCOCC3)n12	2	2	-1.5	1.0	-3.1	1	-0.4	-1.6	-1	0.4	-1
17	CC1CCC2(CC1)NC(=O)N(CC(=O)N1CC(C)CC(C)C1)C2=O (stereo not given)	-2	2	-0.1	0.6	-0.4	7	0.8	-1.3	2	0.1	0
18	Cc1ccc(C2NC(=O)Cc3ccccc32)cc1 (stereo not given)	1	0	-1.4	-0.9	1.1	-10	0.3	-1.0	6	-0.4	-9
19	Cc1noc(C)c1-c1ccc(C(=O)NCc2cccc(Cl)c2)c2occc12	-6	18	1.8	-1.3	-0.4	30	-0.3	-1.3	6	x	-8
20	CSc1ccccc1NC(=O)CSCc1ccccc1Br	1	6	-0.5	-3.1	-1.5	-7	-0.4	-1.3	-5	0.6	3
21	CCc1ccccc1OCC(=O)Nc1ccc(F)c(S(=O)(=O)N2CCOCC2)c1	-2	6	-3.9	-1.4	-1.2	3	-1.2	-0.4	13	-0.3	-21
22	CCOC(=O)C1CCCN(c2c(C(=O)c3ccccc3)cnc3ccccc23)C1 (stereo not given)	1	-4	-4.6	-1.0	2.5	-6	-0.9	-0.9	2	-1.3	4
23	CN(C)c1cccc(-c2csc(N3CCC(C(N)=O)CC3)n2)c1	5	1	5.2	1.6	5.1	0	1.4	0.6	3	1.7	3
24	CN(CC(=O)Nc1ccc(OC(F)(F)F)cc1)C(=O)c1ccc(N2CCCC2=O)cc1	-3	2	-4.5	-2.1	0.3	1	-1.9	-1.0	-6	-1.0	4
25	CC(C)C(=O)NNC(=O)CSc1ncnc2c1cnn2-c1ccccc1Cl	-1	4	-0.8	0.7	-0.2	6	-0.3	-0.9	0	0.3	-2

2 successive compounds from above:
entry	Molecule	SMARCA2 act	NPR1 activator	hgDAF12 agonist	hcDAF12 agonist	GAA850 FXN act	GC-B act	DAX1 inh-1	ssDAF-12 act	ADAM10 inh	DAX1 inh-2	HGIII-sPLA2 inh
22	CCOC(=O)C1CCCN(c2c(C(=O)c3ccccc3)cnc3ccccc23)C1 (stereo not given)	1	-4	-4.6	-1.0	2.5	-6	-0.9	-0.9	2	-1.3	4
23	CN(C)c1cccc(-c2csc(N3CCC(C(N)=O)CC3)n2)c1	5	1	5.2	1.6	5.1	0	1.4	0.6	3	1.7	3

(list continues)
entry	Molecule	SMARCA2 act	NPR1 activator	hgDAF12 agonist	hcDAF12 agonist	GAA850 FXN act	GC-B act	DAX1 inh-1	ssDAF-12 act	ADAM10 inh	DAX1 inh-2	HGIII-sPLA2 inh
26	O=C(COc1cccnc1[N+](=O)[O-])Nc1cccc(S(=O)(=O)N2CCOCC2)c1	-1	0	1.3	-1.1	1.0	-9	-0.2	-1.1	4	0.6	-2
27	O=C(COC(=O)/C=C/c1ccco1)NCc1ccccc1Cl	-1	1	0.3	0.8	3.4	-4	0.4	-0.7	10	0.5	2
28	Cc1ccc(S(=O)(=O)N2CCC(C(=O)NCC3CCCCC3)CC2)cc1	-2	0	-2.3	-1.9	2.1	-5	-0.4	-1.0	1	-0.5	-8
29	O=C(CNC(=O)c1n[nH]c2ccccc12)Nc1ccc(F)c(F)c1F	-1	2	0.2	1.9	-0.1	-1	-1.8	-0.3	-8	0.2	0
30	CNc1sc(C(=O)c2cccs2)c(N)c1-c1nc2ccccc2s1	4	3	5.5	1.6	5.8	-6	0.0	-0.2	10	1.0	11
31	Cc1ccc(S(=O)(=O)N2CCOCC2)cc1C(=O)Nc1cc(S(=O)(=O)N2CCCCC2)ccc1O	-2	-2	2.5	0.7	1.9	-3	-0.6	-1.4	1	1.0	-16
32	CC(=O)NC(C)(c1ccccc1)c1nc(-c2cccc(F)c2)cs1 (stereo not given)	-1	-2	-1.9	-1.7	4.7	5	-0.5	-1.3	12	x	-8
33	CNS(=O)(=O)c1ccc(C(=O)NCC(=O)NC(C)c2cccs2)cc1 (stereo not given)	-3	1	6.0	-1.2	-2.0	0	-0.2	-1.1	-6	0.0	4
34	CCc1noc(C)c1C(=O)N(C)CC(=O)Nc1cccc(OC)c1	4	-2	-0.9	1.7	0.4	1	0.7	-1.2	-2	-0.5	-5
35	COc1ccc(OC)c(C(=O)NC(CC(N)=O)c2ccc(NCCOc3ccccc3)c([N+](=O)[O-])c2)c1 (stereo not given)	0	4	1.2	0.1	0.8	1	0.1	-1.4	-14	1.0	3
36	CS(=O)(=O)c1nc(S(=O)(=O)c2ccc(Cl)cc2)c(N2CCCCC2)s1	2	0	-1.8	0.0	-1.3	1	-0.2	-1.1	4	0.7	-1
37	COc1ccc(COC(=O)c2ccc3c(=O)n4c(nc3c2)CCC4)cc1F	-4	3	0.0	0.1	x	0	0.0	-1.6	-6	x	-1
38	CC1CCCCC12NC(=O)N(CC(=O)Nc1ccc(S(=O)(=O)Nc3ncccn3)cc1)C2=O (stereo not given)	-4	4	1.7	-0.3	-0.4	1	0.7	-1.1	-12	-0.8	15
39	CN(CC(=O)Nc1ccc(Cl)c(Cl)c1)C(=O)CNC(=O)C1CCCCC1	-4	-4	-1.6	0.8	-0.4	3	-0.6	-1.5	-7	-0.6	4
40	COc1ccc(Cl)cc1NC(=O)CCn1c(=O)oc2ccccc21	4	-11	-3.4	-1.8	-1.8	-11	-1.2	-0.9	2	0.2	4
41	Cc1ccc(SCC(=O)c2sc(-c3ccccc3)nc2C)cc1	1	6	2.9	-0.6	2.5	2	0.0	-0.4	2	-0.3	-29
42	CCOC(=O)CN/C=C(\C#N)c1ccc(F)cc1	4	5	1.6	-0.9	1.6	-3	-0.7	-1.8	-8	-0.4	4
43	CC1CCC(C(C)C)C(=O)/C1=C\c1ccc(NC(=O)CCC(=O)O)cc1 (stereo not given)	-3	3	1.1	-0.1	0.2	1	0.5	-1.1	-13	-0.6	4
44	COc1ccc(-c2nc(S(=O)(=O)c3ccccc3)c(N3CCOCC3)o2)cc1	-1	-3	-0.5	-1.3	2.8	-2	0.4	-0.6	6	0.5	-1
45	O=C1CCC/C(=N/NC(=O)c2cc(NS(=O)(=O)c3cccs3)cc(NS(=O)(=O)c3cccs3)c2)C1	-3	0	1.7	0.0	-0.4	-1	0.1	-1.2	-105	2.7	-22
46	CC(=O)C1=NN(c2ccccc2)C2(S1)S/C(=C\c1ccccc1)C(=O)N2c1ccccc1 (stereo not given)	1	-3	0.2	-1.2	0.1	4	0.9	-0.9	-11	0.1	0
47	CC(C)(C)c1cc(C(=O)NCCN2CCCC2)cc(C(C)(C)C)c1	1	-2	1.4	-1.0	-0.1	5	0.8	-0.6	0	-1.3	-5
48	Cc1ccc(NC(=O)CCn2nc(C)cc2C)cc1	-1	-5	-0.3	-1.6	-1.9	1	-0.2	-1.2	-8	0.2	-3
49	COc1cc(OC)cc(-c2c(-c3cccs3)c3cc(-c4ccc5[nH]ccc5c4)ccc3n2C)c1	-2	1	-3.9	0.2	0.1	-6	-0.1	-1.1	-168	1.5	20*
50	COc1ccc(/C(C)=N\NC(=O)c2ccc3c(c2)OCO3)cc1OC	3	4	6.2	0.9	x	-2	1.4	-1.2	-9	x	4

Compound activity as filed in PubChem.
